TDP1 cell CPT = DT40-hTDP1 cell growth loss with CPT | chicken DT40 Tdp1-/-;hTDP1 cells + 20 nM CPT, ATP luminescence, 48 h | Potency, µM (doses to about 46.2 µM), for the others: at the highest dose activity change, negative = growth inhibition, most hits filed as inhibitors | actives 12% (n = 420,000) | AID 686979; note: nearly all actives have a fitted effect of over 55% in size
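Chicken DT40 Tdp1-/- cells complemented with human TDP1, 400 cells/well, exposed to compounds plus 20 nM camptothecin for at least 48 h at 37 C; viability read as ATP content by CellTiter-Glo luminescence.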
N370S GC mod = inhibitors or activators of N370S glucocerebrosidase for Gaucher disease | P04062 | N370S GC spleen homogenate, 4MU-glucoside fluorescence | Potency, µM (highest dose often 59.4 µM), for inactives: top-dose activity change, negative = inhibition, most hits filed as inhibitors | actives 0.092% (n = 330,000) | AID 2101;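 note: 0% = full enzyme activity and -100% = no enzyme basal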
FEN1 inh = blocks human flap endonuclease 1; Recombinant FEN1 flap cleavage, fluorescence, 15 min; P39748; actives 0.35% (n = 390,000); AID 588795; Potency, µM (titrated, usually from 114 µM), inactives show at the highest dose activity change, negative = inhibition, actives largely listed as inhibitors; note: nearly all actives have a fitted effect of over 65% in size
Target sequence (P39748 whole entry, looked up): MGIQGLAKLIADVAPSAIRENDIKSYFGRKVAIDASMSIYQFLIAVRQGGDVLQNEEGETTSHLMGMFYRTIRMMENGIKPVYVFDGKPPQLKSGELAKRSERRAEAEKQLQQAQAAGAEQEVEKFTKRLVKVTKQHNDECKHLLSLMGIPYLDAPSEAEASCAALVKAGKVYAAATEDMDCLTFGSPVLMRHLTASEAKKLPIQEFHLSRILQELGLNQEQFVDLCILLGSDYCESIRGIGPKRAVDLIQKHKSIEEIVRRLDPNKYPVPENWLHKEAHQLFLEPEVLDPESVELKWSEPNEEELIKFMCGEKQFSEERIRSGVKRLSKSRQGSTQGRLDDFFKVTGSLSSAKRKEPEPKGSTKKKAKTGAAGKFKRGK
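With each library titrated from low to high concentration, compounds met 10 nM FEN1 for 15 min at room temperature before 50 nM substrate was added; readings at 0 and 15 min fed four-parameter Hill curve fits.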
Active calls of the source: *; ? = inconclusive; nt = no result given; [ ] = dose if it differs, or a comment. Calls come from the whole dose curve; as a rule, active = well fitted curve in the direction sought with a large enough effect; inconclusive = small, poorly fitted or top-dose-only effect, or another doubt; inactive = no such curve, though single readings can be large; an effect the other way counts as inactive or inconclusive. Unless noted, % is set by controls: 0 for no effect and ±100 for the full control effect; potency is the fitted concentration of half-maximal effect. Some of the compounds tested. The share of hits here may be higher or lower than overall.

item	compound	TDP1 cell CPT	N370S GC mod	FEN1 inh
1	CCOc1ccccc1NC(=O)Nc1cccc(NC(C)=O)c1	-18%	-5%	4%
2	O=C(CSc1nnc2scc(-c3ccccc3)n12)Nc1nsc(-c2ccc(Cl)cc2)n1	16µM*	nt	0%
3	COc1ccc(-c2noc(-c3ccc(NC4CCCCC4)c([N+](=O)[O-])c3)n2)cc1	0%	nt	0%
4	COc1cccc(N(C(=O)CNC(=O)c2ccco2)C(C(=O)NC2CCCCC2)c2ccncc2)c1 (stereo unspecified)	-5%	7%	-3%
5	CCN(C(=O)CCS(=O)(=O)c1cccc2nonc12)c1ccc(C)c(C)c1	?	-10%	9%
6	O=C(O)c1ccc(C=NNC(=O)c2cccc3ccccc23)cc1	-27%	nt	8%
7	O=C(Cc1ccccc1)NNC(=O)Nc1cccc(Cl)c1	-24%	4%	-2%
8	COc1ccc(NC(=O)O/N=C/c2c(C)nn(C(C)(C)C)c2C)cc1	-20%	5%	-2%
9	Cc1coc(C)c1C(=O)CC1(O)C(=O)Nc2cc(Cl)cc(Cl)c21 (stereo unspecified)	-16%	0%	8%
10	CCOC(=O)c1c(C)oc2ccc(OCc3cc(C(=O)OC)oc3C)cc12	18µM*	0%	-5%
11	CCN1C(=O)C2(SC(NC(C)=O)=NN2C(C)=O)c2cc(C)ccc21 (stereo unspecified)	-9%	-5%	-15%
12	Cc1ccc(N2CCn3c2nc2c3c(=O)n(CCCc3ccccc3)c(=O)n2C)cc1C	-25%	nt	3%
13	CC1=CC(=O)OC1Cc1ccc2ccccc2n1 (stereo unspecified)	-5%[9.04 µM]	4%	nt
14	CCC(C)(C(=O)NC1CCCC1)N(Cc1cccs1)C(=O)c1ccc2c(c1)OCO2 (stereo unspecified)	18µM*	6%	-5%
15	COc1ccc(CCNC(=O)COc2ccc(S(=O)(=O)N3CCCC3)cc2)cc1	-26%	-3%	1%
16	COc1ccc(S(=O)(=O)N2CCN=C2SCc2cccnc2)cc1	-20%	5%	-5%
17	N#Cc1c(N)sc(=S)c2c1CCCCC2	?	-5%	?
18	CC(C)(C)C(=O)Nc1sc2c(c1C#N)CCN(Cc1ccccc1)C2	?	1%	9%
19	CCc1cccc(NC(=O)CCc2nc3cccnc3n2Cc2ccc(OC)cc2)c1	-16%	nt	2%
20	CCOc1cc(C(=O)Nc2ccccc2N2CCOCC2)ccc1OCC(=O)N1CCCCC1	?	-14%	-3%

Other compounds:
item	compound	TDP1 cell CPT	N370S GC mod	FEN1 inh
21	COC(=O)Nc1ncc(CN2CCC(c3ccccc3)CC2)s1	-3%	19%	-1%
22	Cc1cc2oc(C(=O)Nc3cccc(-c4nc5ccccc5o4)c3)c(C)c2cc1Cl	?	nt	2%
23	CCN(CC)S(=O)(=O)c1ccc(S(=O)(=O)N(CC(=O)Nc2ccccc2)CC2CCCO2)cc1 (stereo unspecified)	?	nt	12%
24	CN(C)C(=O)Cn1cnc2c(cnn2-c2ccccc2Cl)c1=O	-4%	5%	-1%
25	CC(=O)NCCOc1nc(N(C)C)nc(N2CCCCC2)n1	-1%	-14%	-2%
26	N#CCSc1nccc(/C=C/c2ccccc2)n1	18%	11%	-7%
27	Cc1noc(C)c1C(=O)N1CCN(CCc2ccccc2)CC1	-5%	-16%	8%
28	Cc1cccc(CN2CCC(C(=O)Nc3ccc(-n4nc(C)cc4C)cc3)CC2)n1	?	-1%	0%
29	COc1ccccc1CCC(=O)OCC(=O)N1CCN(S(=O)(=O)c2ccc(C)cc2C)CC1	26µM*	2%	4%
30	CCc1ccc(NC(=O)CSc2nc3ccccc3c(=O)n2CCC(=O)NC2CCCCC2)cc1	-2%	nt	1%
31	NC(=O)C1CCN(C(=O)C2CCC(=O)N(C3CCCCCC3)C2)CC1 (stereo unspecified)	-7%	-13%	8%
32	C/C(=N\NC(=O)c1sccc1C)c1ccncc1	2%	2%	-16%
33	O=C1C=C(c2ccc(O)cc2)C[C@@H](c2ccc3c(c2)OCO3)C1	?	nt	-9%
34	COCCNc1nnc(SCC(=O)NC(=O)c2ccccc2)s1	7%	-3%	13%
35	CCOC(=O)c1cc2[nH]c3ccccc3c2[n+](-c2ccc([N+](=O)[O-])cc2)c1C	?	-9%	-19%
36	Cc1ccsc1/C=N\NC(=O)c1ccc2c(c1)OCO2	?	6%	-4%
37	COC(=O)c1cccc(NC(=O)c2cccc(OC)c2)c1	?	4%	-6%
38	Cc1nn(Cc2c(Cl)cccc2Cl)c(C)c1NC(=O)c1cc(C(C)C)on1	18µM*	2%	10%
39	COc1ccc(C)cc1NC(=O)NCc1ccc(F)cc1	-1%	-1%	-11%
40	CCc1ccccc1NC(=O)Cn1nnc(C(=O)OC)c1C(=O)OC	22%	nt	-15%

4 entries from above in a different format.
#37 COC(=O)c1cccc(NC(=O)c2cccc(OC)c2)c1
#40 CCc1ccccc1NC(=O)Cn1nnc(C(=O)OC)c1C(=O)OC
#9 Cc1coc(C)c1C(=O)CC1(O)C(=O)Nc2cc(Cl)cc(Cl)c21 (stereo unspecified)
#1 CCOc1ccccc1NC(=O)Nc1cccc(NC(C)=O)c1
Screen / compound no.	37	40	9	1
TDP1 cell CPT	?	22%	-16%	-18%
N370S GC mod	4%	nt	0%	-5%
FEN1 inh	-6%	-15%	8%	4%

Next section.
item	compound	TDP1 cell CPT	N370S GC mod	FEN1 inh
41	Nc1nc(C23CC4CCC(CC(C4)C2)C3)cs1	-4%	?	-15%
42	COc1ccc(OC)c(S(=O)(=O)N(C)CC(=O)Nc2ccc3c(c2)OCCO3)c1	?	-12%	-6%
43	O=C(NCCc1ccccc1)C1CCN(C(=O)c2sccc2-n2cccc2)CC1	-7%	0%	-6%
44	COc1cc(CCC(=O)NCc2ccc(S(N)(=O)=O)cc2)cc(OC)c1OC	19%	-5%	-10%
45	O=C(Nc1ccccc1F)NC1CCN(Cc2nnnn2Cc2ccc(F)cc2)CC1	-2%	-1%	-19%
46	CCCNS(=O)(=O)c1ccc(OCC(=O)N2CCOCC2)cc1	-17%	2%	-2%
47	CN(CC(=O)Nc1ccc(Cl)cc1)C(=O)c1cccc(S(=O)(=O)N2CCN(Cc3ccccc3)CC2)c1	5.8µM*	-18%	1%
48	CCOc1ccc(S(=O)(=O)NCCC(=O)OCC(=O)Nc2cc(C)on2)cc1	-6%	-4%	18%
49	COc1ccc(NC(=O)CNC(=O)Cc2ccccc2)cc1OC	2%	-3%	14%
50	CC(C)C(Cl)=NOC(=O)Nc1ccc(S(N)(=O)=O)cc1	1.2µM*	nt	-5%
51	N#Cc1ccc(C(=O)Nc2nc3ccccc3[nH]2)cc1	4%	-13%	-8%
52	CC(=O)c1ccc(S(=O)(=O)NCc2ccc(C(=O)NCC(c3ccccc3)N(C)C)cc2)cc1 (stereo unspecified)	1%	-9%	3%
53	O=C1C(=O)N(c2cccc(Cl)c2)C(c2ccccc2[N+](=O)[O-])/C1=C(\O)c1ccccc1 (stereo unspecified)	-17%	-21%	-17%
54	CN(C)S(=O)(=O)n1cc(/C=C(\NC(=O)c2ccccc2Cl)C(=O)NCCCN2CCOCC2)c2ccccc21	?	-6%	22%
55	Cc1ccc(NC(=O)Cn2c(=O)n(Cc3nc(-c4ccccc4)no3)c(=O)c3cc4c(cc32)OCO4)cc1F	-28%	nt	-13%
56	CSc1nc(C)cc(Oc2ccc(=O)[nH]n2)n1	-5%	-3%	-9%
57	O=C(NCC1CCCCC1)c1ccc(Cl)c(S(=O)(=O)N2CCOCC2)c1	?	nt	-17%
58	CN(C)S(=O)(=O)c1cccc(NC(=O)COC(=O)c2cc(-c3cccc(Br)c3)nc3ccccc23)c1	?	6%	-7%
59	O=C(CSc1nc2c(cnn2-c2ccc(F)cc2)c(=O)[nH]1)N1CCOCC1	-15%	-8%	-2%
60	Cc1cnc(C(=O)NNC(=O)c2ccc(Br)cc2)cn1	3.7µM*	0%	2%

New compounds follow
item	compound	TDP1 cell CPT	N370S GC mod	FEN1 inh
61	O=C(Cc1cccc2ccccc12)NN1C(=O)CSC1=S	4%	-7%	-1%
62	O=C(NC1CCCCC1)c1nc2c(nnn2Cc2ccccc2Cl)c(=O)[nH]1	?	2%	-7%
63	CN(Cc1ccccc1Cl)C(=O)C1CCC(=O)N(CCc2cccc(F)c2)C1 (stereo unspecified)	-24%	-2%	2%
64	COc1cccc(C(=O)OCC(=O)NC(C)CCc2ccccc2)c1O (stereo unspecified)	5%	4%	9%
65	CCCc1cc(=O)[nH]c(SCC(=O)Nc2nc(-c3ccccc3)cs2)n1	?	-1%	6%
66	COc1ccc(S(=O)(=O)Nc2cc(C)on2)cc1	16%	-25%	-1%
67	Oc1c(C=Nc2ccccc2Cl)[nH]c2ccccc12	-20%	-6%	16%
68	CSc1nc2ccc(NC(=O)CSc3nnc(N)s3)cc2s1	1%	5%	-2%
69	CCCCC(CC)C(=O)NCc1ccccc1OC (stereo unspecified)	?	-7%	5%
70	COc1ccccc1NC(=O)c1ccc(NC(=O)C2COc3ccccc3O2)cc1 (stereo unspecified)	?	-2%	-23%
71	N#Cc1c(-c2ccccc2)nc(SCc2cccc(C(F)(F)F)c2)[nH]c1=O	-1%	24%	?
72	Cc1cc(C)nc(NS(=O)(=O)c2ccc(NS(=O)(=O)c3ccc(C#N)cc3)cc2)n1	-22%	-8%	5%
73	O=C(O)c1cccc(N/N=C/c2cccs2)c1	-7%	-5%	3%
74	O=C(COC(=O)COc1ccc(Cl)cc1Br)NCCC1=CCCCC1	3%	nt	1%
75	COc1ccc2oc(-c3ccccc3)c(C(=O)O)c2c1	-12%	-3%	0%
76	Cc1ccc(C2(C)NC(=O)N(Cc3c(C)noc3C)C2=O)cc1 (stereo unspecified)	-24%	1%	0%
77	COc1cc(/C=N/NC(N)=O)cc(Br)c1OCc1ccccc1C	-10%	6%	3%
78	O=C(NNC(=S)Nc1ccccc1)c1cc(Br)ccc1Cl	-17%	-6%	5%
79	CCOc1ccccc1C(=O)Nc1ccccc1-c1ccccc1	?	21%	-19%
80	Cc1sc2ncnc(SCC(=O)N3CCCC(C(F)(F)F)C3)c2c1C (stereo unspecified)	-10%	-2%	6%

Following part:
item	compound	TDP1 cell CPT	N370S GC mod	FEN1 inh
81	CCOC(=O)c1oc2ccc(Br)cc2c1NC(=O)CN1CCN(C)CC1	?	-8%	4%
82	CC(=O)N1N=C(C)CC1c1ccc(O)cc1 (stereo unspecified)	-3%	0%	1%
83	Cc1ccccc1-n1c(SCC(=O)c2c(N)n(C)c(=O)n(C)c2=O)nc2sc3c(c2c1=O)CCCC3	18µM*	11%	-1%
84	CN(CC(=O)Nc1sc2c(c1C#N)CCCCC2)Cc1nc2ccccc2c(=O)[nH]1	?	?	-9%
85	Cc1cccc(C2c3[nH]c4ccccc4c3CCN2Cc2ccc(C)s2)n1 (stereo unspecified)	-9%	-3%	8%
86	CCN(CC(=O)Nc1cccc(OC)c1)C(=O)c1ccncc1	14%	1%	13%
87	Cc1ccc(/C=C2\SC(=S)N(CCC(=O)NNC(=O)c3ccc(O)cc3)C2=O)cc1	-24%	0%	-9%
88	CC(=O)Nc1ccc(NC(=O)C(C)OC(=O)C2CCCC2)cc1 (stereo unspecified)	8%	-16%	-2%
89	Cn1c(=O)c(-c2ccc(F)cc2)nc2cncnc21	5%	-8%	nt
90	Cc1ccc(C)c(N2CCN(C(=O)c3ccc4c(Cl)c5c(nc4c3)CCCC5)CC2)c1	16µM*	nt	7%
91	Cc1cc(C)nc(SC2CC(=O)N(c3ccc(Br)cc3)C2=O)n1 (stereo unspecified)	?	2%	11%
92	O=C(CN1C(=O)/C(=C\c2ccc(F)cc2)Oc2ccccc21)NCc1ccco1	-8%	9%	3%
93	COc1cc(NC(=O)COC(=O)c2ccccc2F)cc(OC)c1	29%	10%	-3%
94	Cc1ccc2c(c1)N(CC(=O)Nc1ncccc1C)C(=O)C(C(C)C)O2 (stereo unspecified)	11%	15%	-7%
95	CC1CCN(S(=O)(=O)c2ccc(S(=O)(=O)NCc3cccnc3)cc2)CC1	4%	-2%	4%
96	Cc1ncc(C[n+]2csc(CCOC(=O)CC3C4CC5CC(C4)CC3C5)c2C)c(N)n1 (stereo unspecified)	-6%	-16%	1%
97	Cc1ccc(OCC(=O)N2CCN(C(=O)Cc3ccccc3)CC2)cc1	-9%	?	5%
98	Cc1cccc(OCCc2c(C)[nH]c(=S)[nH]c2=O)c1	?	11%	7%
99	Cc1ccccc1CNC(=O)c1ccccc1N	-3%	-9%	11%
100	CC1(C)CC(=O)C2=C(C1)N(C1CCCCC1)C(=O)C2(O)C(F)(F)F (stereo unspecified)	-4%	-10%	30%
101	CCOc1ccc(S(=O)(=O)N2CCCC(C(=O)NCc3ccncc3)C2)cc1 (stereo unspecified)	?	-9%	15%
102	CCCCNC(=O)Cc1c(O)c2ccccc2[nH]c1=O	2%	1%	-19%
103	N#CCC(=O)N/N=C/c1ccc(SCC(=O)Nc2ccccc2)o1	-24%	-18%	-5%

Part of the list above, with each value named.
83. Cc1ccccc1-n1c(SCC(=O)c2c(N)n(C)c(=O)n(C)c2=O)nc2sc3c(c2c1=O)CCCC3
  TDP1 cell CPT: 18µM*
  N370S GC mod: 11%
  FEN1 inh: -1%
101. CCOc1ccc(S(=O)(=O)N2CCCC(C(=O)NCc3ccncc3)C2)cc1 (stereo unspecified)
  TDP1 cell CPT: ?
  N370S GC mod: -9%
  FEN1 inh: 15%
